Screening results from PubChem.
TNAP inhibition = human TNAP enzyme inhibitors, biochemical, luminescent (AID 518) | purified TNAP enzyme, luminescent substrate readout; higher % means a stronger effect | hit rate 0.09% among 64,000 | one-dose inhibition, % at 20 µM; IC50 in µM for titrated hits; in the data active = a potency from the dose series; inactive = the rest, 99 in 100 with inhibition below about 22%;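 note: plate controls were vehicle for no effect and reference inhibitor for full effect; many of its hits are not listed in these tables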
Spn PMK inh = blocks S. pneumoniae phosphomevalonate kinase. purified PMK, PK/LDH-coupled NADH absorbance 340 nm. inhibition, % at 10 µM. hit rate 0.49% among 65,000. AID 539;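 active = top-ranked compounds by inhibition in the single 10 µM screen, taking a fixed number of the strongest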;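 note: 0% = full reaction with DMSO carrier and 100% = background rate without enzyme reaction; no value below 0 was filed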
HPDE-C7K KRASV12 = cytotoxicity in KRAS-transformed pancreatic duct cells, primary screen, cell-based, fluorescence, HTS (AID 431). HPDE-C7K KRASV12 cells, Alamar Blue viability, 48 h; higher % means a stronger effect. cytotoxicity, % at 10 µM, or EC50 in µM where a hit was titrated. hit rate 1.7% among 63,000;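 active = compounds whose percent cytotoxicity in the single-dose primary screen, scaled between solvent and toxic-drug controls, exceeds 50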;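 note: 0% = DMSO solvent wells and 100% = doxorubicin-treated wells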
MK inhibit = blocks S. pneumoniae mevalonate kinase. purified MK, PK/LDH-coupled NADH absorbance 340 nm. inhibition, % at 10 µM. hit rate 0.48% among 65,000. AID 555;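 active = ranked among the strongest by inhibition in the single 10 µM screen, a fixed top-ranked set picked for dose follow-up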; note: no value below 0 was filed
Bfl-1 inhibitors = displacement of Bid BH3 peptide from Bfl-1 – biochemical, fluorescence polarization, FITC-Bid, mouse, primary screen (AID 432); FITC-Bid BH3 peptide fluorescence polarization displacement; higher % means a stronger effect; displacement, % at 20 µM; hits with a dose series show IC50 in µM; hit rate 0.02% among 64,000; in the data active = a potency from the dose series; inactive = the rest, 99 in 100 with displacement below about 15%; note: strong numbers were not always called active
HPDE-C7 cytotoxicity = cytotoxicity in HPDE-C7 cells, cell-based, fluorescence, HTS (AID 430). hit rate 1.8% among 63,000. one-dose cytotoxicity, % at 10 µM; EC50 in µM for titrated hits. HPDE-C7 pancreatic duct cells viability, fluorescence; higher % means a stronger effect;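 note: cells exposed to compound for 48 hours before viability readout; 0% = vehicle and 100% = reference cytotoxic drug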
HT1080 viability = cytotoxicity in HT1080 fibrosarcoma cells, cell-based, fluorescence readout (AID 620). HT1080 viability, fluorescence; higher % means a stronger effect. hit rate 0.42% among 87,000. cytotoxicity, % at 10 µM; hits with a dose series show EC50 in µM;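 note: cells exposed to compound overnight then 4 h with Alamar Blue; 0% = vehicle DMSO and 100% = killing control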
Spn DPM-DC inh = inhibitors of Streptococcus pneumoniae diphosphomevalonate decarboxylase; purified DPM-DC, PK/LDH coupled NADH fluorescence; calls only at 10 µM; hit rate 0.49% among 65,000;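 active = the 320 compounds with the highest percent inhibition in the single-dose primary screen, excluding strongly autofluorescent ones, cut at about 32% in these data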;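 note: kinetic rate of NADH fluorescence loss reporting ADP formed by the decarboxylase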
LYP inhibition = LYP phosphatase inhibitors, primary screen, biochemical, DiFMUP fluorescence, recombinant catalytic domain, 10 µM (AID 606); recombinant LYP catalytic domain, DiFMUP fluorescence; higher % means a stronger effect; inhibition, % at 10 µM; hits with a dose series show IC50 in µM; 52,000 tested, under 10 active;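 active = IC50 under 40 µM in the dose-response test; inactive = IC50 of 40 µM or more, or never dose-tested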
Spn PMK inh pilot replicates = also measured in Spn PMK inh; calls as there; inhibition, %; measured here: pilot screen replicates
MK inhibit pilot replicates = recorded beside MK inhibit, whose call it bears; inhibition, %; measured here: pilot screen replicates
Spn DPM-DC inh pilot screen % = further read-out of Spn DPM-DC inh, marked with its call; inhibition, %; measured here: pilot screen trials
An asterisk follows results filed as active; i = inactive; nt = no result given; + = active, no number. Cut-off read from the data, not from the text of the source, unless noted: active = cytotoxicity above about 50%; inactive = the rest. Compounds were not picked by outcome; about 3.4% have a hit in one of these screens.

SMILES	TNAP inhibition	Spn PMK inh	HPDE-C7K KRASV12	MK inhibit	Bfl-1 inhibitors	HPDE-C7 cytotoxicity	HT1080 viability	Spn DPM-DC inh	LYP inhibition	others
CCN(CC)c1nc(N(CC)CC)[nH]c(=O)n1	15.2%	10.0	-20.7%	6.0	-8.3%	-21.3%	1.1%	i	12.5%	Spn PMK inh pilot replicates=5.0;MK inhibit pilot replicates=0.0;Spn DPM-DC inh pilot screen %=0.0
Cc1oc2c(c1C(=O)NCc1ccccc1)CCCC2	10.9%	3.0	-3.3%	0.0	-1.8%	-20.0%	-4.1%	i	nt	Spn PMK inh pilot replicates=0.5;MK inhibit pilot replicates=0.0;Spn DPM-DC inh pilot screen %=0.0
CCOC(=O)C1CCCN(C(=O)Cn2cccc2C(=O)c2ccccc2)C1 (stereo unspecified)	9.6%	12.0	2.7%	0.0	-4.4%	-9.4%	1.3%	i	6.4%
C=CCn1c(C(C)NC(=O)COC)nc2ccccc21 (stereo unspecified)	3.4%	11.0	2.1%	0.0	-1.7%	-2.8%	0.7%	i	10.1%
Cc1ccc(-c2noc(C3CCN(C(=O)Nc4ccc(C#N)cc4)CC3)n2)o1	-2.7%	8.0	5.8%	3.0	-7.2%	-1.2%	-2.8%	i	nt
CCC(Sc1nc(C)cc(=O)[nH]1)C(=O)Nc1nc2c(s1)CCCC2 (stereo unspecified)	-4.5%	7.0	-13.2%	3.0	-3.6%	-9.2%	0.2%	i	13.3%
Brc1cccc(-c2nnc3sc(CN4CCCCC4)cn23)c1	10.1%	10.0	-1.2%	0.0	-9.8%	-5.9%	-0.4%	i	nt
COc1ccc(NC(C)=O)cc1NC(=O)CN1CCN(c2ccccn2)CC1	14.2%	10.0	4.7%	9.0	0.3%	-13.2%	7.7%	i	-3.2%	Spn PMK inh pilot replicates=6.5;MK inhibit pilot replicates=3.5;Spn DPM-DC inh pilot screen %=2.5
c1coc(-c2nc(-c3ccncc3)no2)c1	2.5%	0.0	-26.5%	12.0	5.1%	-19.7%	-7.6%	i	-6.2%
CCn1c(CNC(=O)C(C)(C)C)nc2ccccc21	10.7%	6.0	-3.0%	5.0	5.3%	-1.1%	-5.8%	i	3.4%
CC(C)CCNC(=O)C(c1ccco1)N(Cc1cccs1)C(=O)Cn1nnc2ccccc21 (stereo unspecified)	2.0%	0.0	8.1%	3.0	3.4%	-11.0%	-14.4%	i	nt
O=C(O)CCSc1nc2ccccc2c(=O)[nH]1	6.2%	15.0	6.1%	7.0	-2.5%	6.5%	1.7%	i	nt
O=C(CSc1nnc(COc2ccc(F)cc2)o1)N1c2ccccc2CCc2ccccc21	-0.2%	4.0	-10.9%	2.0	0.8%	-10.8%	-8.0%	i	5.7%
Cc1cnc(NC(=O)CCCSc2nc3ccccc3s2)s1	6.6%	15.0	-2.7%	9.0	-7.5%	-1.8%	2.4%	i	17.5%
CCOC(=O)C1CCN(C(=O)c2oc3ccc(S(=O)(=O)N4CC(C)CC(C)C4)cc3c2C)CC1 (stereo unspecified)	7.6%	0.0	5.5%	1.0	0.7%	-12.3%	nt	i	nt
O=C1CCCN1CCCNc1ncnc2c1[nH]c1ccccc12	7.0%	0.0	8.6%	16.0	7.1%	2.7%	-0.3%	i	6.8%
Nc1ccc2c(c1)ncn2CCCn1cnc2cc(N)ccc21	11.9%	14.0	nt	0.0	-7.0%	nt	-0.2%	i	0.5%
CCOC(=O)CSc1nc2ccccc2c(=O)[nH]1	4.6%	2.0	-6.6%	8.0	0.9%	2.3%	-0.9%	i	-5.1%
Cn1c(=O)[nH]c(=O)c2c1ncn2CCN1CCOCC1	4.2%	13.0	12.8%	3.0	3.0%	8.5%	9.2%	i	8.9%	Spn PMK inh pilot replicates=4.0;MK inhibit pilot replicates=1.0;Spn DPM-DC inh pilot screen %=0.0
CCCn1c(SCC(=O)Nc2sc(C)c(C)c2C(=O)OC)nc2c1c(=O)n(C)c(=O)n2C	7.4%	10.0	-20.7%	11.0	-0.1%	-15.3%	0.0%	i	1.9%
CC(=O)c1cccc(NC(=O)CC2SC(N3CCCCC3)=NC2=O)c1 (stereo unspecified)	7.2%	10.0	-7.4%	0.0	-7.2%	-10.7%	0.1%	i	nt
O=C(CCS(=O)(=O)Cc1ccccc1)N1CCN(Cc2ccccc2)CC1	10.3%	5.0	-1.1%	5.0	-3.0%	-6.9%	6.7%	i	-7.9%
O=C(CSc1nnnn1C1CCCCC1)NCCc1ccccc1	6.6%	13.0	4.8%	0.0	-5.1%	6.4%	-4.0%	i	2.0%
CC(=O)n1nc(-c2ccco2)nc1SCc1ccccc1	23.5%	0.0	2.9%	8.0	3.9%	1.7%	8.9%	i	-9.0%	Spn PMK inh pilot replicates=1.0;MK inhibit pilot replicates=3.0;Spn DPM-DC inh pilot screen %=2.5
CCN(CC)S(=O)(=O)c1cccc(-c2nnc(SCC(=O)NCCC3=CCCCC3)n2N)c1	5.9%	10.0	4.8%	0.0	1.7%	7.4%	-3.1%	i	-2.3%
CCOC(=O)c1[nH]c(C)c(C(=O)Nc2ccc(Cl)cc2)c1C	13.8%	7.0	10.1%	23.0	-2.5%	-8.4%	0.6%	i	-5.2%	Spn PMK inh pilot replicates=2.5;MK inhibit pilot replicates=3.5;Spn DPM-DC inh pilot screen %=2.5
CCOC(=O)N1CCC(NC(=O)c2cn(-c3ccc(OC)cc3)c(=O)c3ccccc23)CC1	4.2%	16.0	-7.3%	10.0	-2.1%	-15.0%	-3.7%	i	nt
NC(=O)C1CC(=O)N(Cc2ccc3c(c2)OCO3)C(=Nc2ccccc2)S1 (stereo unspecified)	0.4%	18.0	-15.3%	0.0	8.1%	-8.3%	4.5%	i	8.4%
CCOc1ccc(NC(=O)CNC(=O)c2ccc(OC)c(OC)c2)cc1	8.0%	0.0	-8.5%	4.0	0.7%	-6.3%	3.5%	i	10.4%
COc1cccc(-c2nc(CC(=O)O)cs2)c1OC	14.3%	13.0	-7.2%	0.0	2.8%	-3.5%	-6.0%	i	12.9%
CCCNC(=O)c1ccccc1NC(=O)CN(c1ccccc1OCC)S(C)(=O)=O	10.4%	0.0	2.3%	8.0	5.1%	-1.9%	0.7%	i	nt	Spn PMK inh pilot replicates=0.0;MK inhibit pilot replicates=0.0;Spn DPM-DC inh pilot screen %=0.5
COc1ccc(CCNC(=O)CSc2nnnn2-c2ccccc2)cc1	-0.4%	8.0	-1.0%	7.0	-6.6%	4.7%	-5.3%	i	-0.8%
CCS(=O)(=O)N1CCc2cc(OC)c(OC)cc2C1	17.7%	0.0	22.4%	6.0	-1.9%	-13.6%	8.5%	i	-14.6%
c1ccc(CNc2ncnc3ccccc23)cc1	nt	11.0	nt	0.0	nt	nt	-0.1%	i	-8.7%	Spn PMK inh pilot replicates=4.0;MK inhibit pilot replicates=2.0;Spn DPM-DC inh pilot screen %=0.0
O=C(NC1CCCC1)C(c1cccnc1)N(C(=O)c1csnn1)C1CC1 (stereo unspecified)	9.2%	8.0	-19.8%	8.0	-2.8%	-23.6%	-24.1%	i	4.7%
Cc1cc(C)n(-c2nc3c(c(=O)n(C)c(=O)n3C)n2Cc2cccc(Br)c2)n1	9.7%	10.0	-15.0%	10.0	-7.8%	-12.3%	0.4%	i	8.3%
O=C(O)CSc1nnc(-c2ccncc2)n1CCc1ccccc1	5.1%	12.0	-3.9%	1.0	-3.2%	3.2%	5.3%	i	nt
CCOC(=O)c1cc2c(=O)n(C)c3ccccc3c2s1	1.5%	14.0	-7.5%	6.0	-5.3%	-17.2%	14.5%	+	-8.9%
CCc1nc2ccc(C(=O)NCc3ccco3)cc2nc1CC	7.2%	13.0	-3.7%	0.0	-0.8%	1.5%	-8.5%	i	0.6%
O=C(O)C1C2C=CC(O2)C1C(=O)NCc1ccc(Cl)cc1 (stereo unspecified)	5.4%	5.0	-10.9%	1.0	0.3%	-27.2%	-0.1%	i	7.8%	Spn PMK inh pilot replicates=0.0;MK inhibit pilot replicates=0.0;Spn DPM-DC inh pilot screen %=0.0
Cc1ccccc1NC(=O)CN1C(=O)COc2ccc(Cl)cc21	11.5%	0.0	-4.3%	0.0	-6.9%	-5.3%	6.5%	i	6.0%
O=C(CSc1nnnn1-c1ccccc1)CSc1nnnn1-c1ccccc1	16.7%	13.0	3.0%	3.0	1.9%	-2.1%	0.4%	i	nt
CCOc1ccc(/C(O)=C2/C(=O)C(=O)N(CCN(CC)CC)C2c2ccco2)cc1 (stereo unspecified)	6.3%	4.0	-8.7%	7.0	-2.3%	-10.1%	3.6%	i	-9.6%
COc1cccc(-c2nc(N3CCN(Cc4ccccc4)CC3)c3ccccc3n2)c1O	15.8%	4.0	39.3%	8.0	-4.2%	36.5%	-9.5%	i	9.2%
Cc1cc(C)cc(N(CC(=O)NCC2CCCO2)C(=O)CN2C(=O)COc3ccccc32)c1 (stereo unspecified)	5.7%	11.0	-21.3%	0.0	4.0%	-6.3%	-12.3%	i	9.3%
CCN(CC)C(=O)c1sc2nc(-c3cccs3)cc(-c3cccs3)c2c1N	22.9%	12.0	9.5%	0.0	-31.8%	-22.8%	-0.6%	i	16.2%	Spn PMK inh pilot replicates=8.0;MK inhibit pilot replicates=0.0;Spn DPM-DC inh pilot screen %=10.0
Cc1nc(Nc2ccncc2)c2oc3ccccc3c2n1	2.3%	nt	-14.9%	nt	-4.3%	-28.9%	21.0%	nt	nt
COc1ccc(C)cc1NC(=O)CSc1nc(SC)ns1	5.8%	7.0	-2.1%	7.0	-8.2%	-5.8%	-2.5%	i	nt

The final 2 compounds of the section above open the next one.
SMILES	TNAP inhibition	Spn PMK inh	HPDE-C7K KRASV12	MK inhibit	Bfl-1 inhibitors	HPDE-C7 cytotoxicity	HT1080 viability	Spn DPM-DC inh	LYP inhibition	others
Cc1nc(Nc2ccncc2)c2oc3ccccc3c2n1	2.3%	nt	-14.9%	nt	-4.3%	-28.9%	21.0%	nt	nt
COc1ccc(C)cc1NC(=O)CSc1nc(SC)ns1	5.8%	7.0	-2.1%	7.0	-8.2%	-5.8%	-2.5%	i	nt
O=C(CCc1nc2ccccc2c(=O)[nH]1)N1CCN(C/C=C/c2ccccc2)CC1	6.8%	20.0	4.7%	4.0	-9.8%	0.0%	-4.8%	i	8.9%
O=C(Nc1ccccc1)c1ccc2nc(-c3ccco3)c(-c3ccco3)nc2c1	19.5%	4.0	42.0%	16.0	26.0%	45.6%	3.7%	i	-3.9%
CCOC(=O)C1CCCN(c2c(NCCCN(CC)c3cccc(C)c3)c(=O)c2=O)C1 (stereo unspecified)	8.5%	11.0	-0.2%	7.0	-1.8%	-12.5%	3.1%	i	4.4%
O=C(OCC(O)CN1CCCCC1)C12CC3CC(CC(C3)C1)C2 (stereo unspecified)	5.9%	14.0	-9.8%	7.0	-1.4%	-7.3%	1.4%	i	23.8%
O=C(COc1ccc2c(c1)OCO2)NC12CC3CC(CC(C3)C1)C2	7.7%	15.0	-7.1%	0.0	-7.8%	-14.0%	-5.1%	i	-17.2%	Spn PMK inh pilot replicates=2.5;MK inhibit pilot replicates=0.5;Spn DPM-DC inh pilot screen %=2.5
COC(=O)NCCOC(=O)N(O)c1ccc(Br)cc1	8.4%	2.0	7.1%	0.0	-3.0%	-4.3%	nt	i	nt
